From PubChem BioAssay
mcGAS inh – blocks mouse cGAS activity; recombinant cGAS, Kinase-Glo ATP depletion luminescence; inhibition, % at 12.5 µM; hit rate 0.15% among 160,000; AID 1259399;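 note: 0% = negative control wells and 100% = reference inhibitor with no enzyme activity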
hcGAS inh – inhibitors of human cGAS; Q8N884; recombinant h-cGAS, ATP depletion, Kinase-Glo luminescence; inhibition, % at 12.5 µM; hit rate 0.081% among 290,000; AID 1259398;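 note: 0% = vehicle reaction and 100% = reaction without DNA for no activity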
Target sequence (Q8N884 whole entry, looked up): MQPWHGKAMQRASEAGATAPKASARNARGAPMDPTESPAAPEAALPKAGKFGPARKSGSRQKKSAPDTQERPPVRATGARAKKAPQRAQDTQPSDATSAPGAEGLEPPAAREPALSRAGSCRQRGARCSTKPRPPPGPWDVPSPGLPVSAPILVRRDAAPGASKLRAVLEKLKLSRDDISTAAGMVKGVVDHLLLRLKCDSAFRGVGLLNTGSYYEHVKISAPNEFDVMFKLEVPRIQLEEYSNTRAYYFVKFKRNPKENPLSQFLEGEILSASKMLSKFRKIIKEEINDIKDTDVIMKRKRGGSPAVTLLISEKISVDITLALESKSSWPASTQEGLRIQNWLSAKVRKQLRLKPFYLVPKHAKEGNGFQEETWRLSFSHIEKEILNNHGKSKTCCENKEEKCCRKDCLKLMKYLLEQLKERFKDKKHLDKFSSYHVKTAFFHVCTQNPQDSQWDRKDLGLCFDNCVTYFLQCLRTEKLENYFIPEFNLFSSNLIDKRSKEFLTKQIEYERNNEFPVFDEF
NPYLR7 ag – mosquito NPYLR7 agonism; hit rate 0.15% among 270,000; HEK293T NPYLR7/Galpha15, GCaMP6s calcium fluorescence; AID 1259423; activation, % at 10 µM; in the data active = activation above about 40%;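 note: 0% = vehicle and 100% = reference agonist at the receptor; some compounds past the cut are filed as inactive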
An asterisk follows results filed as active; x = no result given; & = joins results of further samples. Cut-off read from the data, not from the text of the source, unless noted: active = inhibition above about 40%; inactive = the rest.

Second line of a record: mcGAS inh | NPYLR7 ag | hcGAS inh
Cc1ccc(S(=O)(=O)N2CCN(C(=O)c3cc(-c4ccc(Cl)cc4)on3)CC2)c(C)c1
 : -7.3 | 12.6 | -6.8
Cc1ccc(CN2C(=O)c3ccccc3NC2c2cccc(O)c2O)cc1 (configuration not stated)
 : x | 18.5 | -8.2
CS(=O)(=O)c1cccc(-c2nnc(NC(=O)c3cccc(C(F)(F)F)c3)o2)c1
 : x | -2.2 | 7.1
COCCCNC(=O)CN1C(=O)CSC(c2ccccc2C)c2c(-c3ccccc3)nn(-c3ccc(OC)cc3)c21 (configuration not stated)
 : -4.4 | 30.0 | -3.7
O=C(Cn1cnc2c(nnn2Cc2ccc(F)cc2)c1=O)N1CCc2ccccc21
 : x | 7.6 | -1.2
CC1=C(C(=O)OCCc2ccccc2)C(c2ccc([N+](=O)[O-])cc2)NC(=O)N1C (configuration not stated)
 : -6.7 | 0.7 | -3.0
CC1(C)CC2CC(C)(CN2C(=O)c2cc3n(n2)CCN(Cc2cccc(Cl)c2)C3=O)C1 (configuration not stated)
 : -4.7 | 12.2 | -2.4
Cc1cc(C(F)(F)F)c(C#N)c(SC(C)C(N)=O)n1 (configuration not stated)
 : x | 10.7 | -6.0
Cc1cc(NC(=O)c2ccccc2)n(-c2ncnc3c2cnn3-c2ccccc2)n1
 : -9.5 | 4.3 | -5.9
COc1ccc(Cl)c2sc(N(Cc3ccncc3)C(=O)c3cc(C)no3)nc12
 : -6.3 | 2.6 | -5.3
CCCOc1nn(CCC)cc1C(=O)N1CCCC1
 : -0.3 | -14.6 | 2.0
Brc1cccc(-c2ccc(CNCc3cccnc3)o2)c1
 : x | 8.4 | -4.0
CC[N+](C)(CC)CCOC(=O)C1c2ccccc2Oc2ccccc21
 : x | 10.5 | -7.8
COc1ccc(C2Nc3ccccc3N=C3CC(c4ccccc4)CC(=O)C32)cc1 (configuration not stated)
 : -5.6 | -8.0 | -2.5
O=C(CNS(=O)(=O)c1ccc(Br)s1)NC1CCCCC1
 : x | -0.3 | 1.2
CN(CCCN1C(=O)[C@H]2CC=CC[C@H]2C1=O)c1ccccc1
 : -3.2 | -6.8 | -11.8
O=C(/C=C/c1nccs1)Nc1ccccc1NCC(F)(F)F
 : x | 7.2 | -7.6
O=C(c1ccc(F)cc1F)N1CCC(c2nc(-c3ccc4c(c3)OCO4)no2)CC1
 : -1.5 | 11.4 | -2.1
Cn1cccc1C(=O)NC(=O)CSc1nnc(C2CCCCC2)o1
 : x | 2.1 | 1.9
COc1ccc(CN(Cc2ccco2)CC(O)COc2ccc(Cl)cc2)cc1OC (configuration not stated)
 : 3.8 | x | 5.1
c1ccc(-c2cnnc(NCC3CCCN(c4ncccn4)C3)n2)cc1 (configuration not stated)
 : x | -0.9 | 1.0
Cc1nc2cc(C(F)(F)F)ccc2n1C1CCN(C(=O)C2CCCO2)CC1 (configuration not stated)
 : -6.3 | -3.7 | -5.6
CCc1nc2ccc(C(=O)N3CCN(C(C)=O)CC3)cn2c1N(C)C(=O)C1CCCCC1
 : -2.7 | -6.0 | -0.3
COCc1nc(CN2CCOC(c3ccc(Cl)cc3)C2)no1 (configuration not stated)
 : x | -1.3 | -3.9
COC(=O)Cn1c(=O)c2c(nc3n(-c4ccccc4)c(C)c(C)n23)n(C)c1=O
 : x | 5.6 | -4.5
CSc1nnc2c(n1)OC(C)(C)Nc1ccc(Br)cc1-2
 : -2.4 | 4.5 | -5.0
CCCCn1c(=O)c2oc3ccccc3c2n(CC(=O)Nc2cc(Cl)ccc2C)c1=O
 : 1.1 | 2.4 | 0.2
CC(=O)NCc1ccc(C(=O)N2CCCCCC2c2ccco2)cc1 (configuration not stated)
 : -10.4 | 9.0 | -8.1
Cc1ccc(NS(=O)(=O)c2c(N)n(C)c(=O)n(C)c2=O)cc1Cl
 : -8.3 | 0.0 | -10.1
c1ccc(-n2cc(CN3CCn4cncc4C3)c(-c3ccncc3)n2)cc1
 : x | 8.7 | -3.4
O=C(CCNc1cn[nH]c(=O)c1Cl)Nc1ccc(Br)cc1
 : -6.6 | 2.4 | -5.2
COc1ccc(CCNC(=O)CSc2ncnc3sc(C)cc23)cc1OC
 : x | -12.5 | 1.0
Cc1ccc(S(=O)(=O)NCCc2csc3nc(-c4cccs4)nn23)cc1C
 : -7.2 | -0.7 | -2.5
Cc1ccc(-c2csc(NC(=O)Cc3ccccc3)n2)cc1C
 : -9.1 | -4.8 | -5.8
CC(=O)ON1C(C)(C)CC(NS(C)(=O)=O)CC1(C)C
 : -5.6 | x | -9.5
O=C(c1ccc(F)cc1C(F)(F)F)N1CCN(c2nc3nccc(-c4cccs4)n3n2)CC1
 : 2.2 | -0.7 | 4.9
CC(c1nccs1)N(C)C(=O)c1cccc(NCc2cccs2)c1 (configuration not stated)
 : x | -5.2 | 0.8
CCOC(=O)c1cc(-c2cccc(NC(=O)Cc3cccs3)c2)n(-c2ccc(OC)cc2)n1
 : -7.3 | 25.0 | -4.2
COc1ccc(F)c(-c2c[nH]c(=O)[nH]c2=O)c1
 : x | -1.2 | -1.9
Cc1cc(-c2nn(-c3ccccc3F)cc2CN2CCC(C(N)=O)CC2)c(C)s1
 : -5.7 | 0.9 | -2.9
CCc1ccc(-c2nccn2CC2CCCN(C)C2)cc1 (configuration not stated)
 : -15.9 | 8.2 | -6.6
CC1(Cc2ccc3c(c2)OCO3)C(=O)Nc2ccc(-c3cccc(C(F)(F)F)c3)cc21 (configuration not stated)
 : -2.3 | 3.4 | -2.7
O=C(Cc1ccc(F)cc1)NC1CCN(C(=O)c2cn(-c3cccc(F)c3)nn2)CC1
 : x | -10.5 | -3.1
COC[C@@H]1CCCN1C(=O)c1ccc(-n2nc(-c3ccc(Cl)cc3)cc2N)cc1
 : -3.9 | 12.5 | -2.4
CCCCn1c(N)c(N(CC(C)C)C(=O)C2CC(=O)N(c3ccc(C)c(F)c3)C2)c(=O)[nH]c1=O (configuration not stated)
 : -6.3 | 11.0 | -1.1
O=C(c1cccc(N2CCOCC2)c1)N1CCCC(N2CCOCC2)C1 (configuration not stated)
 : x | 22.9 | -9.9
CCOc1ccc(-c2ccc(=O)n(CCNC(=O)c3ccccc3C(F)(F)F)n2)cc1
 : -9.4 | 7.9 | -11.4
c1cncc(OC2CCN(Cc3nc(-c4cnccn4)no3)CC2)c1
 : -14.9 | 8.1 | -2.0
O=C(NC1CC1)C(c1ccccc1)N1CCN(S(=O)(=O)c2ccccc2Cl)CC1 (configuration not stated)
 : -10.2 | -6.4 | -4.0
Cc1noc(-c2ccco2)c1C(=O)N(C)CCc1ccccn1
 : -4.1 | 7.3 | -3.8

Following part:
Second line of a record: mcGAS inh | NPYLR7 ag | hcGAS inh
CCc1nc(C2CCCN2C(=O)c2cc3c([nH]c2=O)CCCC3)no1 (configuration not stated)
 : x | 3.0 | -12.7
CS(=O)(=O)c1ccccc1C(=O)N(CCCN1CCOCC1)c1nc2ccc(F)cc2s1
 : -5.5 | -2.7 | -4.3
COc1ccc(C(=O)N(CC(C)C)CC(C)C)c(OC)n1
 : x | -0.1 | -8.8
Cc1noc(C)c1C1CCCN1C1CCN(c2ccc3c(c2)OCO3)CC1 (configuration not stated)
 : x | -0.3 | 4.7
Cc1nc2ncc3c(=O)n(Cc4cccnc4)ccc3n2n1
 : x | 8.2 | -7.8
O=C(c1ccccc1F)N1CCC2(CC1)OCCCO2
 : -5.0 | -8.3 | -2.3
CCOC(=O)CN1CCN(c2nc3c(c(C(F)(F)F)n2)CCCC3)CC1
 : -2.0 | x | -1.5
Cc1cc(C)c(S(=O)(=O)N2CCC3(CC2)NC(=O)c2cccc(C)c2N3)c(C)c1
 : -4.3 | 1.4 | -4.2
CCc1cc(=O)[nH]c(-n2nc(C)cc2NC(=O)C(C)C)n1
 : -5.1 | 3.3 | -2.2
CCN(Cc1ccc2nonc2c1)CC1CCCN(CCc2cccc(F)c2)C1 (configuration not stated)
 : x | 6.5 | -6.2

Fetched by compound from the list above:
Second line of a record: mcGAS inh | NPYLR7 ag | hcGAS inh
CCc1cc(=O)[nH]c(-n2nc(C)cc2NC(=O)C(C)C)n1
 : -5.1 | 3.3 | -2.2
COc1ccc(C(=O)N(CC(C)C)CC(C)C)c(OC)n1
 : x | -0.1 | -8.8
Cc1noc(C)c1C1CCCN1C1CCN(c2ccc3c(c2)OCO3)CC1 (configuration not stated)
 : x | -0.3 | 4.7
Cc1cc(C)c(S(=O)(=O)N2CCC3(CC2)NC(=O)c2cccc(C)c2N3)c(C)c1
 : -4.3 | 1.4 | -4.2

Next results follow:
Second line of a record: mcGAS inh | NPYLR7 ag | hcGAS inh
Nc1c(S(=O)(=O)c2ccc(Br)cc2)c2nc3ccccc3nc2n1Cc1ccco1
 : x | 3.7 | -6.8
CCC(=O)Nc1cccc(OCC(=O)N[C@@H]2C[C@H]3CC[C@@H]2C3)c1
 : x | 10.0 | -3.0
CCNC(=S)N1CCc2cc(OC)c(OC)cc2C1CNC(=O)c1ccc(C)cc1 (configuration not stated)
 : -5.3 | 4.1 | 0.6
CN(Cc1cnn(-c2ccc(F)cc2)c1)Cc1nc(CC2CC2)no1
 : -7.2 | 0.8 | 1.9
COc1ccccc1CN1CN=C(NS(C)(=O)=O)NC1
 : -7.1 | -8.0 | -2.9
O=C(C1=COc2ccc(Cl)cc2C1)N1CCN(c2nc3nccc(-c4ccc(N5CCOCC5)cc4)n3n2)CC1
 : -6.5 | 4.5 | -7.4
CCOC(=O)OC(C)OC(=O)[C@@H]1N2C(=O)[C@@H](NC(=O)[C@H](N)c3ccccc3)[C@H]2SC1(C)C (some centres not stated)
 : x | -4.7 | -3.8
O=C(NCCOc1ccccc1)c1n[nH]c(C2CC2)c1Br
 : x | 1.6 | -7.3
CCSCCNC(=O)c1sc2ccc(OC)cc2c1Cl
 : -6.9 | -7.1 | -6.0
CN1CCN(c2cc(C(C)(C)C)nc(SCc3cccc(C(=O)O)c3)n2)CC1
 : -4.4 | 5.3 | -4.2
O=C1CC(c2ccc(-n3ccnc3)cc2)c2c(nc3ccccn23)CN1 (configuration not stated)
 : x | 6.9 | -4.7
CC(C)c1noc(C2CCCN(Cc3cc4ccccc4[nH]c3=O)C2)n1 (configuration not stated)
 : x | 5.1 | -5.5
Cc1cccc(C)c1NCC(=O)NCc1ccccc1CO
 : x | 1.4 | -3.6
CO[C@H]1C[C@@H](O)C12CCN(c1nc(CO)cs1)CC2
 : -0.6 | x | -0.4
CCc1nc(-c2ccccc2)nc(N2CCN(C(C)=O)CC2)c1Cc1cc(C)ccc1C
 : -3.9 | 7.3 | 0.6
O=C1OC(c2ccc(OC(F)F)cc2)=NC1=Cc1ccc2c(c1)OCCO2
 : -3.8 | 1.5 | -2.3
CCc1nnc(-c2cc3ccccc3n2Cc2ccccc2C)o1
 : -9.1 | -2.1 | -8.8
COc1cc(OC)cc(C(=O)N(CC(=O)N(CCc2c[nH]c3ccccc23)Cc2ccc(F)cc2)C2CC2)c1
 : -6.9 | 15.2 | -4.3
CCc1nc2c(OCCC3CCCCC3)cccn2c1N(C)C(=O)c1cccs1
 : -4.5 | 13.2 | -4.0
Cn1nc(-c2ccccc2)c(CN(CC(O)COc2ccccc2)C2CC2)c1Oc1cccc(F)c1 (configuration not stated)
 : -2.6 | 7.7 | -4.6
CCN(CC)C(=O)C1CCCN(C(=O)CC(C)(C)CC(=O)O)C1 (configuration not stated)
 : x | 1.1 | 2.5
C=CCC(CC(=O)O)C(=O)Nc1ccc(CP(=O)(OCC)OCC)cc1 (configuration not stated)
 : -5.8 | -7.0 | -6.3
Cn1cnnc1SCC(=O)Nc1sc2c(c1C(N)=O)CCCC2
 : x | 3.7 | -7.3
Cc1ccc(CC(C)NC(=O)c2ccc(-c3nn[nH]n3)cc2)s1 (configuration not stated)
 : 8.5 | -0.2 | 6.3
COc1ccc(CN(C)C)cc1NC(=O)c1ccn(-c2ccc(F)cc2)n1
 : -14.0 | 8.1 | -6.5
COc1ccccc1OCCN1CCC(C(=O)NC(c2ccccc2)c2ncccc2C)CC1 (configuration not stated)
 : -2.0 | 5.2 | -1.7
CCOC(=O)C1=C(C)NC(C)=C(C(=O)OCC)C1C(=O)O
 : -8.5&-3.3 | 5.0&-1.4 | -6.3&-3.2
CN(C)S(=O)(=O)N1CCc2c(nc(-c3ccncc3)[nH]c2=O)C1
 : -17.8 | 19.8 | -6.7
O=C(Cc1ccccc1)N1CCn2c(nnc2C(=O)N2CCOCC2)C1
 : x | 7.5 | -6.2
Cc1nccn1-c1cc(N2CCN(C(=O)C(c3ccccc3)c3ccccc3)CC2)ncn1
 : -8.7 | -19.5 | -4.4

Single values from the entries so far:
Reading of `CN(C)S(=O)(=O)N1CCc2c(nc(-c3ccncc3)[nH]c2=O)C1` under mcGAS inh: -17.8
Reading of `C=CCC(CC(=O)O)C(=O)Nc1ccc(CP(=O)(OCC)OCC)cc1` (configuration not stated) under hcGAS inh: -6.3

Additional entries follow:
Second line of a record: mcGAS inh | NPYLR7 ag | hcGAS inh
FC(F)(F)c1nc(N2CCCC2)ncc1-c1nnnn1-c1ccc(Cl)cc1
 : x | -4.6 | -9.1
CCc1cccc(NC(=O)N(Cc2ccc(OS(=O)(=O)c3ccc(F)cc3)cc2)C(C)CC)c1 (configuration not stated)
 : -4.2 | 14.0 | -4.2
O=C(NCc1cccs1)c1ccc(N2CC3CC(C2)c2cccc(=O)n2C3)c(NC(=O)c2cc3ccccc3oc2=O)c1 (configuration not stated)
 : x | -6.6 | -3.5
Cc1ccc(NC(=O)N2CCN(c3nc(-c4cccc(C(F)(F)F)c4)nc(C)c3C)CC2)cc1
 : -6.0 | 11.4 | -8.1
O=C1C=C/C(=N/Oc2ccc([N+](=O)[O-])cc2[N+](=O)[O-])c2cccnc21
 : x | -3.4 | 2.7
CC(C)(C)c1nn(-c2ccc(F)cc2)c2c1C(c1ccc3c(c1)OCO3)SCC(=O)N2CC(=O)NCC1CCCO1 (configuration not stated)
 : -6.0 | 13.3 | -4.8
